Hsp90 block: tumor Hsp90 inhibitors, primary screen, cell lysate, fluorescence polarization, NCI-N417 lysate; Heat shock protein HSP 90-alpha (Homo sapiens), P07900; Cy3B-geldanamycin FP displacement; inhibition, % at 30 µM; 64,000 compounds, 0.35% hits; AID 429, 2006;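 active = inhibition above 50%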;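 note: 0% = tracer plus lysate wells and 100% = tracer alone without lysate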
TNAP act mid DEA: human TNAP enzyme activators, primary screen, biochemical, luminescent, intermediate phosphate acceptor level | Alkaline phosphatase, tissue-nonspecific isozyme (Homo sapiens), P05186 | purified TNAP, CDP-star luminescence, 100 mM DEA, 30 min; active compounds read high; scale: 0 levamisole-inhibited, 1 vehicle-only enzyme | activation factor at 20 µM | 64,000 tested, under 10 active;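 active = activation factor of at least 2 at 20 µM, relative to controls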
FXIIa mix inh: human factor XIIa inhibitors, primary screen, biochemical, pooled compound mixtures, fluorogenic substrate | purified FXIIa | Coagulation factor XII (Homo sapiens), P00748 | inhibition, % at 5 µM | 62,000 compounds, 0.2% hits | AID 684, 2007; in the data active = inhibition above about 20%, passing the limit was not always enough;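 note: 0% = enzyme without compound and 100% = no enzyme blank; some results filed as inactive read as strong as hits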
DUSP1 inh: MKP-1 phosphatase inhibitors, primary screen, biochemical, in vitro; Dual specificity protein phosphatase 1 (Homo sapiens), P28562; recombinant MKP-1, OMFP hydrolysis fluorescence; inhibition, %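 (compounds tested at a single concentration somewhere between 10 and 100 µM)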; 65,000 compounds, 0.15% hits; AID 374, 2006;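 active = inhibition above about 50%, limit read from the data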;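 note: 0% = DMSO max control wells and 100% = wells with enzyme stopped by NaOH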
Cdc25B block: inhibitors of Cdc25B phosphatase catalytic domain, primary screen, biochemical, OMFP fluorescence | inhibition, %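 (compounds tested at 10 µM final in the well)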 | AID 368, 2006 | recombinant Cdc25B, OMFP fluorescence Ex485/Em525 | M-phase inducer phosphatase 2 (Homo sapiens), P30305 | 65,000 compounds, 0.1% hits; in the data active = inhibition above about 50%
D1 mod: D1 CRE-luciferase signal change, two-sided – cell-based, HEK293 D1, dopamine EC30, D1 allosteric modulator project, primary screen; AID 641, 2007; dopamine EC30 potentiation; actives deviate in either direction; D(1A) dopamine receptor (Homo sapiens), P21728; 58,000 compounds, 5.9% hits; B-score at 10 µM;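 active = luminescence count or its row- and column-corrected plate score outside the 99.7% band of the plate's sample wells, on either side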
RORa activator: activators of orphan receptor RORA, primary screen, cell-based, luminescence; 65,000 compounds, 1.5% hits; CHO-K1 Gal4-RORA LBD luciferase reporter; percent increase over mock-subtracted basal signal; activation, % at 10 µM; Nuclear receptor ROR-alpha (Homo sapiens), P35398; AID 560, 2006;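 active = activation above the mean of all tested compounds plus 3 SD, cut at about 49% in these data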;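 note: 0% = DMSO-treated RORA cells and 100% = added signal equal to DMSO minus mock-transfected cells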
Her2 expr inh: inhibitors of Her2 protein expression, primary screen, SKBR-3 cells, AlphaScreen, 66K library; HER2 level % of control, % at 10 µM; AID 645, 2007; SKBR-3 HER2 protein level, 18-24 h; active compounds read low; 65,000 compounds, 0.69% hits;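 active = HER2 level under 5% of the carrier-only control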;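 note: 100% = DMSO carrier and 0% = 500 nM PU-H71 HSP90 inhibitor; lower value means stronger loss of Her2 protein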
Target sequence (P04626 whole entry, looked up): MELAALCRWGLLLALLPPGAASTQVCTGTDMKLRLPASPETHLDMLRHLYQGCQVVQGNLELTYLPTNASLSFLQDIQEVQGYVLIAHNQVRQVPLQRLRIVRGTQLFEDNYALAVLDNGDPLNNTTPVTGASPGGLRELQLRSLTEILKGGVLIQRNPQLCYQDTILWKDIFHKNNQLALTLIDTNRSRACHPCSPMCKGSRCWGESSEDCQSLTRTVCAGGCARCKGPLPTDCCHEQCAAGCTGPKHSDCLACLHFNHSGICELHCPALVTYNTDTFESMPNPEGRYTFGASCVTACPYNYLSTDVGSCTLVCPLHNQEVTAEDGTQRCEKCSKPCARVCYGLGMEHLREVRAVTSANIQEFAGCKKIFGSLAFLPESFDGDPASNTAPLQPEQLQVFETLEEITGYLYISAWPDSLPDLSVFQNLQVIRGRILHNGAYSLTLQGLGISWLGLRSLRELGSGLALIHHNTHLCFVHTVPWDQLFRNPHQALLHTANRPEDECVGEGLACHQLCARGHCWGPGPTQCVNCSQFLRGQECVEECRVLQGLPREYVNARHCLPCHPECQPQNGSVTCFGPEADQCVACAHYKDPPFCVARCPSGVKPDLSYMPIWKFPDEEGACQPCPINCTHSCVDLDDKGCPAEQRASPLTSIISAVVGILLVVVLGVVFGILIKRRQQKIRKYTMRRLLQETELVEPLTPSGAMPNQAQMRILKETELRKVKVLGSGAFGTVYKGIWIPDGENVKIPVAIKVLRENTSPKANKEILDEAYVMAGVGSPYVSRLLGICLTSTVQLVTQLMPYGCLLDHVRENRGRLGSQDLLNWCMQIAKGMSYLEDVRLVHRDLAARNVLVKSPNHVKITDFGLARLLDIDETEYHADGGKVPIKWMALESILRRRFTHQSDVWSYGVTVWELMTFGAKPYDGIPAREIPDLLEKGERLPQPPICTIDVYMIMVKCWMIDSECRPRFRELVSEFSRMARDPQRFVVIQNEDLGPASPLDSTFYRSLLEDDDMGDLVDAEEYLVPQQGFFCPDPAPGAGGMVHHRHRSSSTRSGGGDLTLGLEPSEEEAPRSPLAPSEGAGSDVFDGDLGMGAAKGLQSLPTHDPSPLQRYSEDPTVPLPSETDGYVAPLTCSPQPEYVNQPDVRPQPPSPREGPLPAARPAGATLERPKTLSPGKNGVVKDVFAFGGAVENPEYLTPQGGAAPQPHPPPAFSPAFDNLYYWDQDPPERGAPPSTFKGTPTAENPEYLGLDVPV
SF1 activator: activators of human SF-1, primary screen, cell-based, CHO-K1, Gal4-SF-1 LBD, luciferase luminescence; activation, % at 10 µM; CHO-K1 Gal4-SF-1 LBD luciferase reporter; % increase over DMSO SF-1-specific signal; Steroidogenic factor 1 (Homo sapiens), Q13285; 65,000 compounds, 1.9% hits;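 active = activation above the mean activation of all tested compounds plus 3 SD, cut at about 50% in these data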
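Compound – one dose, 10 µM compound, 1% DMSO · Test system – transient Gal4-SF-1 LBD reporter, CHO-K1 · Input – 4,000 cells in each well · Read-out basis – percent activation relative to DMSO median and mock-transfected background · Replicates – single measurement per compound · Technique – steady-glow luciferase luminescence, read after 15 min reagent incubation · Timing – 20 h compound treatment, 37 °C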
The depositor's hits bear a star; / = not tested or not shown.

Sample of the layout (3 entries):
no. | Molecule | Hsp90 block | TNAP act mid DEA | FXIIa mix inh | DUSP1 inh | Cdc25B block | D1 mod | RORa activator | Her2 expr inh | SF1 activator
1 | Cc1noc(NS(=O)(=O)c2ccc(NC(=O)CCC3CCCCC3)cc2)c1C | -3 | 0.9 | 15 | 13 | -4 | 0.44 | 0 | 91 | 10
2 | CC(C)Oc1ccc(/C(O)=C2/C(=O)C(=O)N(CCN(C)C)C2c2ccco2)cc1 (configuration not stated) | -5 | 0.9 | 4 | -19 | 4 | / | 26 | 92 | 28
3 | CCN1CCN(CCCNc2ncnc3nc[nH]c23)CC1 | -3 | 0.9 | 9 | 9 | -4 | / | -34 | 106 | -6

Main list, previewed entries included:
no. | Molecule | Hsp90 block | TNAP act mid DEA | FXIIa mix inh | DUSP1 inh | Cdc25B block | D1 mod | RORa activator | Her2 expr inh | SF1 activator
1 | Cc1noc(NS(=O)(=O)c2ccc(NC(=O)CCC3CCCCC3)cc2)c1C | -3 | 0.9 | 15 | 13 | -4 | 0.44 | 0 | 91 | 10
2 | CC(C)Oc1ccc(/C(O)=C2/C(=O)C(=O)N(CCN(C)C)C2c2ccco2)cc1 (configuration not stated) | -5 | 0.9 | 4 | -19 | 4 | / | 26 | 92 | 28
3 | CCN1CCN(CCCNc2ncnc3nc[nH]c23)CC1 | -3 | 0.9 | 9 | 9 | -4 | / | -34 | 106 | -6
4 | CCCn1c2ccccc2c2cc(C(=O)O)ccc21 | -4 | 0.9 | -14 | 3 | -6 | -0.28 | 15 | 111 | 11
5 | CC1CC(C)CN(S(=O)(=O)c2ccc3c(c2)oc(=O)n3CC(=O)N2CCOCC2)C1 (configuration not stated) | 3 | 1 | 13 | 2 | -12 | 0.057 | -2 | 80 | 5
6 | O=C(CCN1C(=O)c2ccccc2C1=O)Nc1ccc2c(c1)OCCO2 | 0 | 0.9 | 10 | 2 | -14 | -0.31 | 16 | 96 | 3
7 | CC(NC(=O)OCc1ccccc1)C(=O)N1CC(O)CC1C(=O)O (configuration not stated) | -3 | 1 | 1 | 0 | -5 | 0.67 | -10 | 80 | 15
8 | c1ccc(-n2nnc3cnccc32)cc1 | 0 | 0.9 | 6 | -18 | -1 | 0.94 | -1 | 97 | -11
9 | c1ccc2c(c1)NC1(CCCC1)n1c-2nc2ccccc21 | -1 | 0.9 | / | 4 | -2 | -1.3 | 40 | 113 | 59*
10 | Cc1nc(NC2=NCN(CCCN3CCOCC3)CN2)nc2c(C)cccc12 | -3 | 0.8 | 6 | -9 | 2 | -1.4 | 10 | 43 | -7
11 | CC(=O)COc1cc(C)cc2oc(=O)c(C)c(C)c12 | -5 | 1 | -2 | 15 | -9 | -0.0058 | -8 | 105 | -16
12 | Cc1ccc(OCc2nc(C#N)c(NCCCn3ccnc3)o2)cc1 | -3 | 1.1 | 0 | -4 | -8 | -0.12 | 3 | 81 | 5
13 | CC1CCCC(NC(=O)C2CCN(S(=O)(=O)N3CCOCC3)CC2)C1C (configuration not stated) | 3 | 0.9 | -5 | 26 | 1 | 0.24 | 12 | 120 | -3
14 | COc1ccc(C(=O)NCC23C=CC(O2)C2C(=O)N(Cc4ccccc4)C(=O)C23)cc1 (configuration not stated) | -2 | 0.9 | -2 | -9 | 0 | / | 9 | 87 | -8
15 | O=C(NCCCN1CCOCC1)c1cc2c(s1)CSC2 | 0 | 0.9 | 12 | 27 | 17 | 0.029 | -12 | 88 | -9
16 | COc1ccc2c(CSc3nc4nc(C)cc(C)n4n3)cc(=O)oc2c1 | -4 | 0.9 | 5 | 23 | -5 | 1.5 | 22 | 96 | 10
17 | CCn1c(SCC(=O)C(C)(C)C)nnc1-c1cnccn1 | -6 | 0.9 | 3 | -1 | 1 | 0.95 | -5 | -19* | -13
18 | CCOC(=O)NC1(C(F)(F)F)NC(=O)N(Cc2ccco2)C1=O (configuration not stated) | 0 | 0.9 | -13 | -22 | -3 | 0.0024 | 1 | 128 | 6
19 | C=CCn1c(SCC(=O)NC2CCS(=O)(=O)C2)nc2scc(C3CC3)c2c1=O (configuration not stated) | -2 | 0.9 | 4 | 4 | -6 | 2.1 | 2 | 91 | 14
20 | CCc1nnc(NS(=O)(=O)c2ccc(NC(=O)OC)cc2)s1 | 1 | 0.9 | -16 | 15 | 0 | -0.49 | -4 | 63 | -8
21 | O=C(CSc1nnc(CNC(=O)c2cccs2)o1)Nc1cccc(C(F)(F)F)c1 | -5 | 1 | 5 | -15 | -10 | 0.81 | 3 | 128 | -8
22 | COc1ccc(C)cc1NC(=O)c1cc2cc3ccc(C)cc3nc2o1 | -2 | 1 | 3 | 26 | -1 | 1.8 | 12 | 84 | 5
23 | CC1(c2ccccc2Cl)NC(=O)N(CC(=O)NC(=O)NCc2ccco2)C1=O (configuration not stated) | -1 | 0.9 | 10 | 2 | -15 | 0.18 | -24 | 112 | 7
24 | O=C1C=C(NCc2ccco2)CCC1 | -2 | 1 | 4 | 15 | 3 | -1.1 | 14 | 115 | -5
25 | CC1(C)OC(=O)C(=CNc2cccc(C(=O)O)c2)C(=O)O1 | -2 | 0.9 | 1 | 0 | -6 | -0.1 | -15 | 100 | -6
26 | CCc1ccc2nc(NC3=NCN(CCOC)CN3)nc(C)c2c1 | -2 | 1 | -3 | -6 | -17 | 0.39 | 1 | 72 | 7
27 | COc1cccc(NC=C2C(=O)OC(C)(C)OC2=O)c1 | -2 | 0.9 | 12 | 9 | -13 | -0.41 | 4 | 108 | 4
28 | CCCn1c(C)nc2c(c1=O)c1nc3ccccc3nc1n2CCc1ccccc1 | -2 | 0.9 | 13 | 15 | 5 | -0.17 | -16 | 129 | -16
29 | CCN(CCNC(=O)C1CCN(S(C)(=O)=O)CC1)c1ccccc1 | 0 | 0.9 | 9 | -3 | -28 | 0.0073 | 0 | 99 | -7
30 | CSc1[nH]c(=O)c(C(=O)O)cc1C#N | 0 | 0.9 | -3 | -7 | 5 | -0.3 | -8 | 98 | 2
31 | O=C1C2C3C=CC(C3)C2C(=O)N1CCN1CCN(S(=O)(=O)c2ccc3ccccc3c2)CC1 (configuration not stated) | / | 0.9 | 1 | 10 | -12 | -0.054 | -3 | 66 | 9
32 | CCCN1C(=O)c2ccc(C(=O)Nc3cc(C)on3)cc2C1=O | 1 | 0.9 | 8 | 4 | -3 | -2 | -9 | 120 | -7
33 | CCc1ccccc1N=C1SCC(=O)N1C | -5 | 0.9 | 28 | -1 | -1 | 1.6 | 4 | 106 | 6
34 | COc1ccc(S(=O)(=O)NCc2ccc3c(c2)OCO3)cc1C(=O)O | -1 | 0.9 | 11 | -8 | -18 | -0.94 | -24 | 78 | -10
35 | COC(=O)c1cc2sc(Cl)cc2n1CC(=O)N1CCCc2ccccc21 | -4 | 0.9 | -8 | 7 | -5 | 5.5* | -18 | 63 | -2
36 | CC(C)c1ccc(NC(=O)c2cnn(-c3ccccc3)c2NC(=O)c2ccco2)cc1 | 0 | 1 | -17 | 8 | -1 | -0.26 | 14 | 115 | 10
37 | CCCC12CN3CC(C)(CN(C1)C31CCCCC1)C2=O | -5 | 0.9 | -20 | -1 | -12 | / | 2 | 111 | -3
38 | O=C(Oc1ccccc1)c1cccc(N2C(=O)CCC2=O)c1 | -1 | 1 | 11 | 2 | -2 | 0.65 | -11 | 95 | 4
39 | O=C(CSc1nnc(Cc2ccccc2)o1)NC1CC2CCC1C2 (configuration not stated) | -1 | 1 | 9 | 1 | -6 | 0.19 | 15 | 85 | 12
40 | CN1CCN(c2ccc(Cl)cc2NC(=O)c2ccc(S(=O)(=O)N3CCCCCC3)cc2)CC1 | 0 | 0.9 | -1 | 24 | -17 | / | -5 | -6.0* | 9
41 | O=C(Cn1nnc(-c2ccccc2NC(=O)c2ccco2)n1)NC1CCCCC1 | -2 | 1 | / | 4 | 0 | 0.61 | -12 | 100 | -15
42 | c1ccc(OCCCc2nc(-c3ccncc3)no2)cc1 | -1 | 0.9 | -5 | 2 | -3 | 0.098 | -12 | 81 | -4
43 | CCn1c(-c2cc(Br)ccc2O)n[nH]c1=S | 9 | 0.7 | 3 | 5 | 4 | 1.3 | -12 | 102 | -12
44 | O=C(CSc1ncn[nH]1)Nc1cccc2ccccc12 | -4 | 0.9 | 7 | -4 | -2 | 0.95 | -9 | 92 | 9
45 | C=CCn1c(SCC(=O)Nc2ccccc2OC)nnc1-c1ccccn1 | 0 | 0.8 | 11 | 4 | 4 | -0.0016 | 13 | 181 | -9
46 | COc1cccc(-c2cc3nc(-c4ccccc4)cc(N4CCC5(CC4)OCCO5)n3n2)c1 | -3 | 0.9 | 5 | 7 | -8 | -0.29 | 28 | 86 | 18
47 | COCCOC(=O)C1=C(C)NC2=C(C(=O)CCC2)C1c1ccc(N(C)C)cc1 (configuration not stated) | -1 | 1.1 | -21 | 9 | -4 | -0.031 | 4 | 127 | 8
48 | O=C(CN1CCCCC1)Nc1cccc(-n2cnnn2)c1 | 1 | 0.9 | -2 | -22 | -18 | -0.81 | -28 | 79 | -14
49 | OCC#Cc1cnc2ccccc2c1 | -11 | 1 | / | -11 | -1 | 0.00039 | 14 | 106 | -16
50 | Fc1ccccc1COc1cccc(/C=N/n2cnnc2)c1 | -2 | 0.9 | -14 | 1 | 3 | 1.3 | 20 | 128 | 5
51 | C=CCn1c(C)cc(C(=O)COc2nncc3ccccc23)c1C | / | 0.9 | -4 | 13 | -1 | -0.58 | 80* | 73 | 39
52 | CC(=O)N(c1cccc(Br)c1)C1C=CS(=O)(=O)C1 (configuration not stated) | -2 | 1 | 2 | 5 | -10 | -1.1 | 1 | 112 | 2
53 | CSc1nncc(=O)[nH]1 | 2 | 0.9 | / | -11 | 2 | / | -5 | 234 | -3
54 | CCOc1ccccc1-n1c(SCC(N)=O)nnc1-c1ccc(O)cc1 | 2 | 1 | 7 | -2 | -12 | / | 4 | 140 | 10
55 | CN(C(=O)CSc1nc2c(c(=O)[nH]1)CCCC2)C1CCCCC1 | -1 | 0.9 | -17 | 0 | -1 | -0.27 | -24 | 92 | -15
56 | COc1ccc(CCn2c(=O)[nH]c3cc(C(=O)NCCCN4CCOCC4)ccc3c2=O)cc1OC | -2 | 1 | -1 | -4 | -8 | -0.69 | 34 | 97 | -17
57 | O=C(N=C1SCC(=O)N1c1ccccc1Cl)c1ccco1 | -9 | 0.9 | 4 | 4 | -8 | -1.8 | 62* | 83 | 55*
58 | O=P1(O)C=C(c2ccccc2)OC(c2ccccc2)=C1 | -3 | 1 | -1 | 17 | -1 | 0.37 | -20 | 140 | 11
59 | Cc1csc(NC(=O)CSc2nnc(-c3ccccn3)n2-c2ccc(C)c(C)c2)n1 | 0 | 1 | 1 | 27 | 2 | 1.2 | -7 | 120 | 16
60 | Cc1ccc2c(c1)c1c3n2CCN(C(=O)Cn2c(-c4ccccc4)noc2=O)C3CCC1 (configuration not stated) | 0 | 1 | 2 | -5 | 1 | 1.9 | -2 | 94 | -22
61 | CC(C)c1ccc(S(=O)(=O)N2CCN(C(=O)c3cccc(F)c3)CC2)cc1 | -1 | 1 | 11 | 3 | -10 | -0.071 | -2 | 96 | 11
